Bioassay records from PubChem.
Rtt109 HAT inh: C. albicans Rtt109 histone acetyltransferase inhibition; Q5AAJ8; inhibition, % at 34.9 µM; purified Rtt109/Vps75, ThioGlo CoA-SH fluorescence, 4 h; 330,000 tested, 0.16% active;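 active means inhibition of at least 50% in every replicate; inconclusive means best replicate reaches 50% inhibition but some replicates fall short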
Target sequence (Q5AAJ8 whole entry, looked up): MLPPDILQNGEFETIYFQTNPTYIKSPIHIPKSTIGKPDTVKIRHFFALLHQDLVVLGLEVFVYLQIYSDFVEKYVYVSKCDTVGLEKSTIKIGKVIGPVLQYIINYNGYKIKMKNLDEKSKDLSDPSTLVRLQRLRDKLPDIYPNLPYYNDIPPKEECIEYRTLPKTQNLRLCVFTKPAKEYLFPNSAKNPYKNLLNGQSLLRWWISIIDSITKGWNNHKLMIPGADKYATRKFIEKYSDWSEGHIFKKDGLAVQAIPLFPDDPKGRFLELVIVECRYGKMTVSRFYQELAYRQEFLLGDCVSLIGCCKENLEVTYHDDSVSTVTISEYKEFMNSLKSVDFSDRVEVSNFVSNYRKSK
AddAB inh: less growth of phage-infected E. coli with AddAB; E. coli expressing H. pylori AddAB, absorbance growth; inhibition, % at 11.9 µM; 330,000 tested, 0.29% active; in the data active means inhibition above about 12%;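 further: 0% = vehicle wells of infected cells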
Tat export inh: E. coli Tat transport inhibition | inhibition, % at 10 µM | E. coli MC4100 TorA-mCherry Tat export, fluorescence | AID 488895 | 340,000 tested, 0.036% active;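 active means mean replicate inhibition at least 50% and at least half of replicates individually reaching 50%; inconclusive means only one of the two criteria met; inactive means neither criterion met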;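 further: exported cargo escapes ClpAP degradation while cytoplasmic cargo is degraded and loses fluorescence; 0% = median of neutral control wells and 100% = median of NaSCN control wells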
DAGLB inhibitor: diacylglycerol lipase beta (human) inhibition | inhibition, % at 5.17 µM | 340,000 tested, 0.059% active | HEK293T DAGLB membrane lysate, EnzChek fluorogenic substrate | Q8NCG7; in the data active means inhibition above about 34%;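 further: 0% = enzyme with vehicle and 100% = wells lacking enzyme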
Target sequence (Q8NCG7 whole entry, looked up): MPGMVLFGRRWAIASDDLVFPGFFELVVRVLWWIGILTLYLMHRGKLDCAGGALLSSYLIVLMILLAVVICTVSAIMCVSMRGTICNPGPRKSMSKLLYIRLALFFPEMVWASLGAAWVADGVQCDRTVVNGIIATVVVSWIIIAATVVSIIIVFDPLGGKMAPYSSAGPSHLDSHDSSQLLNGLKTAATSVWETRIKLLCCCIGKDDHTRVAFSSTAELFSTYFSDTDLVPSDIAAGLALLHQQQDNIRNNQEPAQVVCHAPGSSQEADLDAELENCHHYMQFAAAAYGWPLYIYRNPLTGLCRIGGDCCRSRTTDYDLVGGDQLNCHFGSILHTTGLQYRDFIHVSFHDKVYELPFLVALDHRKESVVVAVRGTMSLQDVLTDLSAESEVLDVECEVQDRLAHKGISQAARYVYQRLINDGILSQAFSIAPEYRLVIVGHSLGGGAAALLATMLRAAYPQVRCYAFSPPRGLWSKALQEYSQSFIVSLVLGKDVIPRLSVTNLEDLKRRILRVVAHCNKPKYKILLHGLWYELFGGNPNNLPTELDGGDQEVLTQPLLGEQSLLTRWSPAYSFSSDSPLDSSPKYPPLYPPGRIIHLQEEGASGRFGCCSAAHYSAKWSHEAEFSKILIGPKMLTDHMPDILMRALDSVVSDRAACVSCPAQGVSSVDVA
PvdQ acylase: P. aeruginosa PvdQ acylase inhibition. 340,000 tested, 0.063% active. purified PvdQ acylase, fluorescence plate reader. AID 488965. inhibition, % at 10 µM; in the data active means inhibition above about 30%, passing the limit was not always enough; inconclusive means no clear call, values can overlap the other calls;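 further: 0% = vehicle neutral wells and 100% = reference inhibitor wells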
phage Ecoli inh: E. coli growth loss with phage present | growth absorbance | inhibition, % at 11.9 µM | 360,000 tested, 0.26% active | AID 651602; in the data active means inhibition above about 11%
E coli growth: bacterial growth inhibition, counter-screen for AddAB inhibitors; 330,000 tested, 0.27% active; E. coli V3065 growth, OD600 absorbance, 18 h; inhibition, % at 11.9 µM;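 active means inhibition above the campaign's mean inhibition across all tested compounds plus 3 SD, cut at about 9.9% in these data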;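 further: uninfected addAB+ strain grown without phage in ampicillin broth; 0% = DMSO wells and 100% = ciprofloxacin 0.95 µg/ml wells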
PfHsp90 set2: reduces growth (ATP signal) of yeast expressing P. falciparum Hsp90 | S. cerevisiae expressing PfHsp90, BacTiter-Glo ATP, 48 h; yeast lacking PDR1 and PDR3 efflux regulators | inhibition, % at 9.4 µM | 310,000 tested, 0.32% active;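 active means every replicate shows inhibition above about 80%, whatever the replicate mean, limit read from the data; inconclusive means mean inhibition reaches the set limit but some replicate falls short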;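 further: 0% = DMSO neutral controls and 100% = 20 µM radicicol positive controls; yeast relying on Plasmodium falciparum Hsp90 in place of its own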
Wnt bcat act: activators of Wnt/beta-catenin signaling; activation, % at 9.35 µM; 300,000 tested, 1.2% active; AID 743398; Wnt/beta-catenin reporter cell assay, activator, plate reader; in the data active means activation above about 30%, passing the limit was not always enough; inconclusive means no clear call, values can overlap the other calls;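 further: 0% = neutral control wells and 100% = positive control wells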
CAL PDZ FP: human CAL PDZ-peptide interaction inhibition; Q9HD26; purified CAL PDZ, TMR-peptide fluorescence polarization, 1 h; inhibition, % at 20 µM; 330,000 tested, 0.02% active;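 active means highest replicate inhibition of at least 40%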;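 further: plate controls were DMSO neutral control wells for no effect and unlabeled competitor peptide control wells for full effect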
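System: tagged CAL PDZ domain. Schedule: 1 h room-temperature incubation prior to read. Signal: fluorescence polarization (mP). Measure: percent inhibition from loss of millipolarization.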
Numbers without * were called inactive; u = inconclusive; x = no result given.

SMILES	Rtt109 HAT inh	AddAB inh	Tat export inh	DAGLB inhibitor	PvdQ acylase	phage Ecoli inh	E coli growth	PfHsp90 set2	Wnt bcat act	CAL PDZ FP
CCOc1ccc(-c2nc(N)ncc2-c2ccccc2OC)c(O)c1	13	-2.7	1	2	-13	1.4	-1.1	-4	-10	-0.6
Cn1cccc1C(=O)NC(=O)CSc1nc2ccccc2s1	-11	0.4	5	-3	-8	2.1	-1.3	x	6	-2.8
O=C(Nc1ccccc1)c1cnc2n(c1=O)CCS2	4	0.2	6	-1	9	2.2	-0.6	-7	12	-0.7
COc1ccccc1NC(=O)C(C)OC(=O)CC1CCCC1 (configuration not stated)	2	-0.6	-13	-4	-15	1.0	0.9	-31	-1	-2.1
CCOc1ccc2c(c1)[N+](C)(C)C(C)(C)C=C2C	-1	3.6	-3	x	6	5.3	-2.5	-13	-1	-1.4
CCOC(=O)C1=C(C)Nc2nc(SC)nn2C1c1ccc(C(=O)OC)cc1 (configuration not stated)	3	2.3	-3	1	-1	x	-0.2	-56	x	-2.8
COc1cc(C(=O)Nc2cccc(-c3nnc(-c4ccco4)o3)c2)ccc1OC(C)=O	3	0.2	-5	-5	-11	0.2	0.6	22	2	-8.7
COc1ccc(CNC(=O)C2CCN(C(=O)c3ccc(F)cc3)CC2)cc1OC	-3	2.3	4	-3	-16	0.6	-1.4	1	-2	-1.8
Cc1ccc(CNc2ccc(N3C(=O)CCCC3=O)cc2[N+](=O)[O-])cc1	6	4.7	-6	-1	-11	2.7	-0.3	-10	-3	0.0
Cc1cc(C(=O)N2CCOCC2)n(-c2ccccc2)n1	7	0.3	-7	-1	6	1.3	-0.5	4	-3	-0.3
O=C(Cc1ccccc1)N/N=C/c1ccccc1Cl	-5	-0.9	9	-1	0	2.8	-0.2	6	5	x
O=C(Nc1ccccc1)N1CCNCC1	9	-0.8	-12	-1	6	2.0	2.3	4	2	1.4
COc1cc(C2c3cc(O)c(OC)cc3CC(C(=O)O)C2CO)ccc1O (configuration not stated)	1	x	-5	2	0	0.9	x	x	-4	-0.4
Cc1ccsc1/C=N/NC(=O)C1CC(=O)N(c2ccc(F)cc2)C1 (configuration not stated)	4	-0.2	-5	-2	0	-0.8	-3.7	17	-1	-0.9
COc1cc(OC)cc(C(=O)N/N=C\c2ccoc2)c1	11	1.7	-10	-2	10	-0.6	0.6	-8	0	0.5
COc1ccccc1N1CCSC1C(N)=O (configuration not stated)	-2	2.7	7	-2	-14	1.3	-2.2	-11	0	-0.6
COc1ccc(-n2c(SCC(=O)Nc3ccccc3)nnc2-c2ccc(NS(=O)(=O)c3ccc(C)cc3)cc2)cc1	-1	-0.9	0	3	-9	1.4	-2.0	-2	-14	-0.7
COC(=O)C1=C(Nc2ccccc2NS(=O)(=O)c2ccc(C(F)(F)F)cc2Cl)CSC1	-4	-0.4	3	0	-6	4.8	1.6	-7	-1	1.3
Nc1cccc(S(=O)(=O)NC2=NCCC2)c1	0	2.6	-3	1	-10	1.6	1.2	-7	x	-1.1
CCOC(=O)C1C2C=CC3(CN(CCc4ccccc4)C(=O)C13)O2 (configuration not stated)	3	0.4	3	-2	-5	-0.5	-1.6	3	-3	-2.2
Cc1cc(Br)c2[nH]c3c(c2c1)CCCC3=O	2	4.6	9	-1	-13	2.2	-0.9	14	x	-2.1
O=C1CSC(c2ccc([N+](=O)[O-])cc2)N1CCN1CCCCC1 (configuration not stated)	-13	-3.6	0	1	11	3.8	-2.3	15	3	-1.0
Cc1cccc(OCc2nnc(SCC(=O)N3c4ccccc4CC3C)n2C)c1C (configuration not stated)	18	-1.2	12	-1	-11	2.5	-0.6	-20	x	-3.2
Cc1cc(C)c(S(=O)(=O)N2CCOCC2)cc1NS(=O)(=O)c1cc(OCC(N)=O)c(C)cc1Cl	2	-2.9	-5	2	-7	3.4	0.1	-3	-1	-0.1
O=C(CSc1ncn[nH]1)c1ccc(OC(F)F)cc1	-6	1.9	-6	1	-14	1.5	0.1	x	11	-1.0

Next section (2 carried over from the part before).
SMILES	Rtt109 HAT inh	AddAB inh	Tat export inh	DAGLB inhibitor	PvdQ acylase	phage Ecoli inh	E coli growth	PfHsp90 set2	Wnt bcat act	CAL PDZ FP
Cc1cc(C)c(S(=O)(=O)N2CCOCC2)cc1NS(=O)(=O)c1cc(OCC(N)=O)c(C)cc1Cl	2	-2.9	-5	2	-7	3.4	0.1	-3	-1	-0.1
O=C(CSc1ncn[nH]1)c1ccc(OC(F)F)cc1	-6	1.9	-6	1	-14	1.5	0.1	x	11	-1.0
CCCC[n+]1ccn(C2=C([O-])c3ccccc3C(=O)/C2=N\S(=O)(=O)c2ccc(Cl)cc2)c1	-11	2.2	-6	7	-2	0.7	2.2	9	1	0.2
CC1CCN(Cc2nc(-c3ccccc3)no2)CC1	-5	0.9	-7	-4	-7	1.9	-0.5	-21	x	1.4
COC(=O)CNC(=O)CN1C(=O)N(c2ccc(Cl)cc2)C(N(O)C(=O)Nc2ccc(Cl)cc2)C1(C)C (configuration not stated)	6	2.4	-3	-1	-22	0.9	-0.6	-2	-3	-0.3
CCc1ccccc1NC(=O)N[C@H](C(=O)O)C(C)C	-1	1.4	-5	1	-3	-0.1	1.4	-18	x	0.7
O=C(Nc1cccc(O)c1)c1ccc([N+](=O)[O-])cc1Cl	x	1.0	7	-1	2	6.3	-2.8	10	u	-2.6
COc1cccc(C(=O)N/N=C(\CC(C)C)c2ccccc2)c1	2	-1.2	-15	-2	-12	2.8	0.9	-4	0	-0.1
O=C(Nc1nncs1)c1ccc(N2C(=O)C3C4C=CC(C4)C3C2=O)cc1 (configuration not stated)	5	0.7	-2	-1	-13	0.8	0.2	8	x	0.0
CC1CN(C(=O)CSc2nnc(-c3ccc(Cl)cc3)n2C)CC(C)O1 (configuration not stated)	24	1.5	5	0	6	0.9	-0.7	7	x	-3.3
CCCCn1c(N)c(N(CC)C(=O)c2cc(S(=O)(=O)N3CCN(CC)CC3)ccc2Cl)c(=O)[nH]c1=O	-3	1.5	18	3	-9	2.0	-1.4	-21	1	-1.7
O=C(Cn1cc2c(n1)CCCC2)NCCCN1CCN(C2CCCCC2)CC1	7	3.6	-18	-1	-13	2.6	-1.2	6	-4	0.6
Cn1c(COc2ccccc2)nc2ccccc21	-2	3.2	2	1	4	3.5	1.4	-4	42*	-0.1
Cc1cc(C(=O)NCCCN2CCCC2=O)cs1	-9	-1.2	-4	-2	-5	1.0	-1.7	x	x	x
NC(=O)c1ccc(NC(=O)COC(=O)c2c3c(nc4ccccc24)/C(=C\c2ccc4c(c2)OCO4)CCC3)cc1	6	x	6	-97	12	2.8	x	-19	0	-3.0
COC(=O)CC1C(=O)NCCN1C(=O)c1ccc([N+](=O)[O-])cc1 (configuration not stated)	-2	-2.1	-4	-1	-17	3.8	-0.5	10	0	-1.2
CC(=O)Nc1ccc(NC(=O)CSc2nnc(-c3ccc4c(c3)OCO4)o2)cc1	-3	3.0	-9	1	-26	-0.7	1.7	4	-2	-4.7
C=C(C)CN1CCN(c2c(CCC#N)c(C)c(C#N)c3nc4ccccc4n23)CC1	-25	3.4	-3	-1	-8	3.2	-0.2	x	x	-0.3
COc1ccc2[nH]c3c(c2c1)CCN1C(=O)C(CC(=O)NCc2ccc(OC)c(OC)c2)C[C@H](C(=O)N(C(C)C)C(C)C)[C@@]31C (some centres not stated)	5	-1.7	0	2	3	2.4	-4.1	-8	-1	0.2
CCOc1ccc(Nc2cc(C)nc3c(C)cccc23)cc1	-3	2.2	-8	-3	3	4.2	1.1	-10	-3	-1.6
Cc1cc(C(=O)CN2C(=O)CN(C)C2=O)c(C)n1-c1cccc(S(=O)(=O)N2CCOCC2)c1	x	3.1	-15	3	13	1.9	2.2	-14	-1	-1.1
CC1CCN(C(=O)CN(CCc2ccccc2)S(C)(=O)=O)CC1	-7	2.3	-10	-3	-3	0.9	-1.6	x	0	x
COc1ccccc1NC(=O)c1nnn(CC(=O)Nc2cccc(SC)c2)c1N	1	3.9	4	-8	-13	2.7	2.4	12	x	-0.2
O=C(NCc1ccc(Cl)cc1)c1ccccc1Oc1ccccc1	1	-2.2	15	-8	-11	4.0	-1.6	11	-4	x
COc1ccc(N2CCN(C(=O)COC(=O)CCc3ccccc3OC)CC2)cc1	-9	0.2	-8	0	-11	2.1	-1.9	2	-1	-1.2
CC(=O)c1ccc(NC(=O)CSc2nnc(-c3ccncc3)o2)cc1	7	1.7	21	0	4	0.4	1.5	-9	1	0.3
COc1ccc(C(c2sc3nc(C)nn3c2O)N2CC(C)OC(C)C2)cc1OC (configuration not stated)	-6	0.8	0	2	-4	1.2	0.6	8	-1	-1.3
(further entries)
SMILES	Rtt109 HAT inh	AddAB inh	Tat export inh	DAGLB inhibitor	PvdQ acylase	phage Ecoli inh	E coli growth	PfHsp90 set2	Wnt bcat act	CAL PDZ FP
COc1ccc(NC(=O)CCCn2c(=S)[nH]c3ccccc3c2=O)cc1	-7	1.4	-3	-2	-6	5.3	3.2	1	-2	-0.8
Cc1ccc([N+](=O)[O-])cc1Nc1nc(N2CCOCC2)nc(N2CCOCC2)n1	5	2.4	8	-1	4	5.4	0.4	14	-1	-2.3
Cc1ccccc1N(CC(=O)NCc1ccco1)C(=O)CNS(=O)(=O)c1ccc(F)cc1	7	2.2	4	2	-7	-3.1	1.6	-5	3	-3.1
Cc1ccc2nc(-c3ccc(O)cc3)c(Nc3ccc4c(c3)OCCO4)n2c1	-5	17*	-1	2	-3	1.6	14*	4	24	0.3
Cc1nn(Cc2ccccc2)c(C)c1NC(=O)CSc1nc(-c2ccccc2)nc2c1cnn2-c1ccccc1	-9	x	-1	-2	-14	3.5	x	0	x	-2.8
C=CCOc1ccc(/C=C/C(=O)OCC(=O)NC2CCCCCCC2)cc1	-7	-0.1	5	-4	2	1.3	2.8	-32	-2	0.3
CCOCCCNC(=O)CN1C(=O)/C(=C/c2ccccc2)Sc2ccccc21	9	0.2	-3	0	-6	3.6	-0.8	-4	2	-1.4
CC(C)NC(=O)c1ccccc1-c1nc(-c2ccccc2Cl)no1	9	2.2	33	0	-6	2.1	2.0	39	0	-1.6
COc1ccc(C(C#N)=C2C=CC(=NO)C(C)=C2Cl)cc1	-22	x	0	-1	-40	0.8	x	-27	2	-0.6
CCOC(=O)c1cccc(NC(=O)C2CCC(CNc3c(N4CCOCC4)c(=O)c3=O)CC2)c1 (configuration not stated)	3	2.5	-1	-1	-10	-0.4	0.9	12	-2	-1.2
COc1cccc(-n2c(SC)nnc2-c2cnccn2)c1	-2	1.9	4	-1	-9	1.6	1.3	1	-3	0.5
COc1ccc(CN2CCN(C(=O)c3cccc4ccccc34)CC2)cc1Br	12	5.8	4	-4	5	1.2	0.7	-12	0	-0.6
O=C(C1CN(C(=O)c2cc3cc(Cl)ccc3o2)c2ccccc2O1)N1CCCCC1 (configuration not stated)	-3	0.9	2	-1	-12	-1.5	0.2	x	-9	-0.8
C=CCSc1n[nH]c(-c2ccccc2)n1	-2	-0.5	4	-2	-17	3.1	-2.5	-1	x	0.6
CCN(CC)S(=O)(=O)c1cc(NC(=O)C(C)N(C)CC(=O)Nc2c(C)cccc2C)ccc1C (configuration not stated)	x	-0.9	-4	0	11	2.8	-1.0	-7	-1	-2.6
